EPAC1 antag – qHTS for Antagonist of cAMP-regulated guanine nucleotide exchange factor 3 (EPAC1): primary screen; AID 720709, 2013; EPAC1 GEF assay, Rap1b-BODIPY-GDP exchange fluorescence; Rap guanine nucleotide exchange factor 3 (Homo sapiens), O95398; Potency, µM (top dose mostly 115 µM), inactives show at the top dose activity change, negative = inhibition, actives largely listed as inhibitors; actives 0.14% (n = 360,000);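 further: potency means the concentration at half of the fitted maximal effect; plate controls were vehicle for no effect and positive control for full effect; nearly all actives have a fitted effect of over 50% in size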
Abeta rescue – qHTS for compounds that reverse cellular toxicity of Amyloid beta (A-beta) peptide in yeast: Primary Screen; yeast expressing A-beta42, growth rescue, OD600, 48 h; response scale: 0% DMSO, 100% iron-clioquinol control; Potency, µM (doses to about 46.1 µM), inactives show at the top dose growth rescue, most hits filed as activators; actives 0.063% (n = 410,000); further: potency means the concentration at half of the fitted maximal effect; nearly all actives have a fitted effect of over 55% in size
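Growth rescue measured by 600 nm absorbance after 48 h yeast culture at 30 C with compound. Values normalized between DMSO and an equimolar ferric chloride plus clioquinol control.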
PI5P4Ka inh – qHTS for Inhibitors of phosphatidylinositol 5-phosphate 4-kinase (PI5P4K); max response, %; actives 1.2% (n = 330,000); Phosphatidylinositol 5-phosphate 4-kinase type-2 alpha (Homo sapiens), P48426; PI5P4Kalpha enzyme, ADP-Glo luminescence, 60 min; stronger effect = lower value; active means max response of -50% or lower; inconclusive means between -30% and -50%; inactive means -30% or higher; further: value at the top dose of about 77 µM; on the % scale 0 is the no-effect control and ±100 the full control effect
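qHTS, 1536-well: enzyme/substrate mix, compound by pin tool, 5 microM ATP final; RT 60 min; ADP-Glo reagents 1 (45 min) then 2 (30 min); luminescence.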
EPAC1 agonist – qHTS for Agonist of cAMP-regulated guanine nucleotide exchange factor 3 (EPAC1): primary screen; Rap guanine nucleotide exchange factor 3 (Homo sapiens), O95398; Potency, µM (top dose mostly 154 µM), for inactives: top-dose activation, hits mostly activators; AID 720707, 2013; EPAC1 agonist qHTS, biochemical assay; response scale: 100% = response to 6.5 mM cAMP; actives 0.073% (n = 360,000); further: potency means the concentration at half of the fitted maximal effect; nearly all actives have a fitted effect of over 60% in size
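Normalized to 6.5 mM cAMP, activity reflects EPAC1-catalysed release of BODIPY-GDP from Rap1B, followed kinetically over 30 min at 480 nm excitation, 540 nm emission. Reaction contained 100 nM EPAC1, 250 nM Rap1B-BODIPY-GDP, 50 uM GDP.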
WRN helicase inh – qHTS for Inhibitors of WRN Helicase. Bifunctional 3'-5' exonuclease/ATP-dependent helicase WRN (Homo sapiens), Q14191. WRN helicase unwinding, fluorescent forked duplex, kinetic. Potency, µM (series often up to 114 µM), without a hit: top-dose activity change, negative = inhibition, actives largely listed as inhibitors. actives 0.46% (n = 360,000). AID 651768, 2012; further: potency means the concentration at half of the fitted maximal effect; on the % scale 0 is the no-effect control and ±100 the full control effect; nearly all actives have a fitted effect of over 55% in size
Target sequence (Q14191 whole entry, looked up): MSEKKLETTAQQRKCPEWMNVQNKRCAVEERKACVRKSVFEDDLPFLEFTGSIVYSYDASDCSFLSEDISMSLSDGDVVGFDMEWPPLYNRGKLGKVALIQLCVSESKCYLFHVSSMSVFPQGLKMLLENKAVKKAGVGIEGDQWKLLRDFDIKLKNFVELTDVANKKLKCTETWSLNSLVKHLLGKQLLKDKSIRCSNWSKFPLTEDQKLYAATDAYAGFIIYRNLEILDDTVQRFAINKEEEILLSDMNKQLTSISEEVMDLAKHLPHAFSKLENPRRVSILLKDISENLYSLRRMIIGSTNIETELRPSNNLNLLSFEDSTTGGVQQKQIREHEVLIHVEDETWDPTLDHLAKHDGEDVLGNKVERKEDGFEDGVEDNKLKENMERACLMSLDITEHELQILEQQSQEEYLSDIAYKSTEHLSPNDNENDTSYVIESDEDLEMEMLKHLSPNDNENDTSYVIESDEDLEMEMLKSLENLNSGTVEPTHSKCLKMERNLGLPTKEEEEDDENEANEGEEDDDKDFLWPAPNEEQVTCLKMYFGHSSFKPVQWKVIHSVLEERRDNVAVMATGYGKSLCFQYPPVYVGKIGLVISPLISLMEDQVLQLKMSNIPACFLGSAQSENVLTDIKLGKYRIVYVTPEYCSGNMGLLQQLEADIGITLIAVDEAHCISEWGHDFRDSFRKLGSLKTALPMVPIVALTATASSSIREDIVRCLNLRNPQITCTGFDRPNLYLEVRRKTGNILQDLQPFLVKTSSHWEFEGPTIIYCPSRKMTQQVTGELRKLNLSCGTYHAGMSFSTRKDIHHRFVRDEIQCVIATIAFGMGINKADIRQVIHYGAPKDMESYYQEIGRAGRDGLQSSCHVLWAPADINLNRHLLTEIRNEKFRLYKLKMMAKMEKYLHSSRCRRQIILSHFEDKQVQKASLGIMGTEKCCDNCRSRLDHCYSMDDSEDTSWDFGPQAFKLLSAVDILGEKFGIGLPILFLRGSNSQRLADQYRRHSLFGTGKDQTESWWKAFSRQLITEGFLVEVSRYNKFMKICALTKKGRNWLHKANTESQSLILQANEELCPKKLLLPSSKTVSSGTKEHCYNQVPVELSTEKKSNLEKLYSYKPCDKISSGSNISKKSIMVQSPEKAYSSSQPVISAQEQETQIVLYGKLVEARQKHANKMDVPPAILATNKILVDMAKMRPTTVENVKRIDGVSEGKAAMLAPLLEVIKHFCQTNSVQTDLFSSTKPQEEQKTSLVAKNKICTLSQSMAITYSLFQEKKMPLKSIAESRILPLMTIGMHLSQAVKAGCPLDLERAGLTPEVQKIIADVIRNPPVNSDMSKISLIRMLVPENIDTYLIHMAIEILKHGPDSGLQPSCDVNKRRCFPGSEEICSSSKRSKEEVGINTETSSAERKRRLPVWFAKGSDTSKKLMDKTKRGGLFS
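WRN at 20 nM final was preincubated with compound for 15 min at room temperature; reaction started with 100 nM forked duplex oligonucleotide carrying fluorophore and quencher plus 2 mM ATP (final). Unwinding followed kinetically by red fluorescence (ex 525/em 598 nm).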
PLK1 PBD inh – qHTS for Inhibitors of PLK1-PDB (polo-like kinase 1 - polo-box domain): Primary Screen. Plk1 PBD binding of FITC phosphopeptide, fluorescence polarization. Serine/threonine-protein kinase PLK1 (Homo sapiens), P53350. actives 2.8% (n = 360,000). Potency, µM, for inactives: max response, negative = inhibition, most hits filed as inhibitors; further: potency means the concentration at half of the fitted maximal effect; series mostly up to about 57 µM; on the % scale 0 is the no-effect control and ±100 the full control effect; nearly all actives have a fitted effect of over 65% in size
FUS yeast rescue – qHTS for Suppressors of FUS Proteinopathy: Primary screen using FUS-linked yeast assay; S. cerevisiae FUS-expressing, growth rescue, OD600, 24 h; Potency, µM (series often up to 76.6 µM), inactives show top-dose growth rescue (activation), most hits filed as activators; actives 0.24% (n = 390,000);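 further: potency means the concentration at half of the fitted maximal effect; plate controls were DMSO vehicle for no effect and reference control for full effect; nearly all actives have a fitted effect of over 55% in size; some results filed as inactive show a strong effect at the top dose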
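Compound concentration series was pinned onto galactose-induced FUS-expressing yeast seeded at OD 0.005. Plates sat 24hr at 30C; absorbance at 600 nm gave growth. DMSO served as background control.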
IL2 activator – qHTS of IL-2 Activators | activation, % (series mostly up to about 46 µM) | actives 0.065% (n = 360,000) | IL-2 activation reporter assay, cell-based qHTS; stimulated with anti-CD3/CD4/CD28 beads; in transgenic mouse T cells | AID 652025, 2013; in the data active means activation above about 50%; inconclusive means mostly about 30% to 49%; further: 0% is about no effect
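First, unstimulated transgenic mouse T cells were exposed to compound for 60 min. Next, anti-CD3/anti-CD4-coated beads with anti-CD28 were added. Finally, after 18 h at 37 degrees C, EGFP and DsRed were imaged.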
The depositor's hits bear a star; u = inconclusive; x = not tested or not shown; & = joins results of further samples; [ ] = remark or other dose. Unless noted, the call rests on the fitted dose curve; in most records, active means well fitted curve in the direction sought with a large enough effect; inconclusive means small, poorly fitted or top-dose-only effect, or another doubt; inactive means no such curve, though single readings can be large; an effect the other way counts as inactive or inconclusive. Compounds as they come. Share with any hit: about 4.1%.

molecule,EPAC1 antag,FUS yeast rescue,WRN helicase inh,PLK1 PBD inh,Abeta rescue,EPAC1 agonist,IL2 activator,PI5P4Ka inh
CN(C)Cc1cc(CN(C)C)c(O)c(CCc2ccccc2)n1,-7%,13%,7%,u,-2%,-1%,-1.9,-2
C/C(=N\NC(=O)CCCCCNC(=O)c1ccccc1)c1ccccc1O,-6%,x,-17%,-30%,-11%,-8%,-0.2,-1
O=C(Nc1nnc(C2CC2)s1)c1ccccn1,-3%,22%,-7%,-7%,7%,3%,-0.1,x
O=C(NCc1cccc(Cl)c1)c1ccc(-c2csnn2)cc1,-4%,5%,-9%,3%,1%,5%,-0.5,6
O=S1CCCSC1c1cccnc1 (stereo not given),7%,9%,8%,-6%,10%,14%,-2.0,x
O=C(c1ccncc1)N1CCN(S(=O)(=O)c2ccccc2F)CC1,1%,4%,-10%,4%,3%,7%,0.3,-4
COc1cc(/C=N/NC(=O)Cn2ccc(C(F)(F)F)n2)cc(OC)c1OC,1%,10%,2%,u,-3%,3%,-2.7,0
N#CCC(=O)NNC(=S)Nc1ccccc1C(F)(F)F,-10%,13%,0%,0%,-1%,4%,-0.9,-3
O=C(c1ccc(F)cc1)N1CCC(C(=O)N2CCN(c3ncccn3)CC2)CC1,5%,x,-13%,-6%,12%,-4%,-2.9,-3
CN1c2ccc(Cl)cc2C(=O)NC1C1CC=CCC1 (stereo not given),2%,-1%,-1%,1%,-16%,-1%,-2.6,-12
C=CCNc1nc(N)c([N+](=O)[O-])c(NCc2ccccc2)n1,-9%,-33%,2%[57.1 µM],-12%,-12%,10%,-0.4,-2
Nc1nc(-c2ccc(Cl)cc2)c(S(=O)(=O)c2ccccc2)s1,-1%,-18%,-8%,0%,-16%,10%,-0.2,7
CCN1CCN(CCC(=O)Nc2ccc(C)cc2)CC1,-23%,-14%,4%,-10%,9%,6%,0.8,-2
COc1ccc(-c2noc([C@@H]3O[C@H](CO)[C@H](O)[C@H](O)[C@H]3O)n2)cc1OC,0%,6%,1%,10%,-2%,-12%,-0.4,-4
COc1cccc2c1NC(C(=O)O)C1CC=CC21 (stereo not given),u,29%,13µM*,27µM*,3%,1%,1.6,-96*
COc1ccc(N(CC(=O)Nc2ccc(Cl)cc2)S(=O)(=O)c2c(C)n[nH]c2C)cc1,14%,7%,4%,8%,12%,6%,-2.4,3
Cc1ccc(Nc2ncnc3nc[nH]c23)cc1Cl,-4%,-23%,-8%[57.1 µM],1%,2%,0%,0.7,-24
CCn1c(SCC(=O)Nc2c(C#N)cnn2-c2ccccc2)nnc1-c1cccs1,4%,4%,-32%,-3%,-2%,-8%,0.2,2
COc1ccc2ccccc2c1/C=N/NC(=S)NCCN1CCOCC1,2%,9%,-1%,0%,-2%,0%,-0.7,-10
O=C(O)c1ccc(Cl)c(S(=O)(=O)N(Cc2ccccc2)c2ccc(F)cc2)c1,15%,2%,-7%,-10%,1%,4%,-4.5,1
O=C(Nc1cccc(S(=O)(=O)N2CCCC2)c1)c1ccncc1,9%,5%,-3%,3%,-7%,-12%,0.0,-2
CSC1=C(C#N)C2(CCCCC2)C(C(=O)Nc2ccccc2)=C(C)N1,-7%,0%,-7%,-8%,-1%,-2%,3.2,3
COc1cc(OC)cc(C(=O)Nc2ccc(N3CCN(C(=O)c4cccs4)CC3)cc2)c1,-4%,-3%,-10%,9%,-1%,4%,-0.7,-8
COc1ccc(CNC(=O)c2cc(S(=O)(=O)N3CCCCC3)ccc2Cl)cc1OC,0%,23%,-15%,2%,-9%,-3%,-0.9,1
COc1ccc(C(=O)/C=C2\Sc3ccccc3N2C)cc1,-25%,13%,u,u,-12%,2%,1.9,2
Cc1cccc(NC(=O)CNC(=O)C23CC4CC(CC(Cl)(C4)C2)C3)n1,1%,1%,-2%,-1%,-17%,-2%,-1.4,0
CN(C)S(=O)(=O)c1ccc(Cl)c(NC(=O)CSc2nc3c(cc2C#N)C(=O)CCC3)c1,7%,x,-5%,-10%,5%,3%,-0.5,1
COCCN1C(=O)COc2ccccc2C1C(=O)NC1CCCC1 (stereo not given),-18%,-17%,-9%,4%,-5%,-14%,-0.6,3
CN(C)c1cccc(C(=O)N2CCC(n3nccc3NC(=O)C3CCOC3)CC2)c1 (stereo not given),7%,10%,2%,3%,12%,-8%,-1.3,-4
O=C(CCNc1ccc(F)c(Cl)c1)c1ccco1,-7%,45%,-7%[57.1 µM],-11%,0%,13%,-4.2,x
COc1ccc(S(=O)(=O)NCC(=O)NCc2cc(=O)n(C)c(=O)n2C)cc1,3%,7%,0%,2%,6%,2%,-2.4,3
CC(=O)c1c(C)[nH]c(C(=O)Nc2cccc(C)c2C)c1C,u,-8%,-23%,2%,-12%,-5%,-0.9,-3
c1ccc2nc(-c3ccc(-n4ccnc4)cc3)ccc2c1,u,-15%,-3%,-8%,-9%,3%,0.7,3
Cc1[nH]nc2cn[nH]c12,13%,23%,1%,-2%,8%,1%,-0.4,x
N#Cc1cc(-c2ccccc2)nc(N2CCNCC2)n1,-5%,22%,-3%,-10%,-20%,4%,-0.2,10
O=C(CNS(=O)(=O)c1cccc2nonc12)NCc1ccc(F)cc1,-2%,27%,0%,-16%,-7%,2%,-2.0,x
CC(Cl)C(=O)NN=C(c1ccccc1)c1ccccc1 (stereo not given),3%,-29%,-1%,5%,16%,8%,-0.6,0
COc1cnc(SC)nc1Nc1ccc(C#N)cc1,-6%,-16%,-5%,-3%,0%,-4%,-1.7,-4
COc1ccc(N(CC(=O)N2CCN(c3cccc(C)c3C)CC2)S(=O)(=O)c2c(C)noc2C)cc1,5%,35%&37%,-3%,1%,4%&9%,0%,-1.8,6
FC(F)(F)c1nc(SCc2ccc(Cl)cc2Cl)n[nH]1,18%,9%,u,-10%,-92%[inhibitor],-3%,0.3,-2

Sorted by length of the SMILES (lowest first): 4 of the compounds above
molecule,EPAC1 antag,FUS yeast rescue,WRN helicase inh,PLK1 PBD inh,Abeta rescue,EPAC1 agonist,IL2 activator,PI5P4Ka inh
Cc1[nH]nc2cn[nH]c12,13%,23%,1%,-2%,8%,1%,-0.4,x
FC(F)(F)c1nc(SCc2ccc(Cl)cc2Cl)n[nH]1,18%,9%,u,-10%,-92%[inhibitor],-3%,0.3,-2
CSC1=C(C#N)C2(CCCCC2)C(C(=O)Nc2ccccc2)=C(C)N1,-7%,0%,-7%,-8%,-1%,-2%,3.2,3
COc1ccc(CNC(=O)c2cc(S(=O)(=O)N3CCCCC3)ccc2Cl)cc1OC,0%,23%,-15%,2%,-9%,-3%,-0.9,1

Additional structures follow:
molecule,EPAC1 antag,FUS yeast rescue,WRN helicase inh,PLK1 PBD inh,Abeta rescue,EPAC1 agonist,IL2 activator,PI5P4Ka inh
COc1cc(NC(C)CCCN)c2ncccc2c1Oc1ccccc1 (stereo not given),-1%,38%,-11%,-10%,3%,-2%,-1.9,8
Cc1ccccc1N1CCN(C2CCCN(C(=O)CCC3(C)CC3)C2)CC1 (stereo not given),-19%,11%,6%,-5%,13%,-12%,-0.5,-3
COc1cccc2c(=O)c3ccccc3oc12,-23%,-20%,0%,2%,-3%,-13%,-0.2,-1
CCN(C(C)=O)c1nc(CCl)cs1,-18%,30%,-5%[57.1 µM],4%,5%,9%,-0.9,1
Cc1n[nH]c(=S)n1Cc1ccccc1,-10%,-11%,3%,-24%,2%,14%,-3.6,3
Cc1cc(C)n(CC2CC(=O)N(c3cc(Cl)cc(Cl)c3)C2=O)n1 (stereo not given),-3%,x,0%,0%,-6%,-3%,0.2,11
CC(=O)c1cccc(OCC(=O)N(C)CC(=O)NCc2ccco2)c1,-23%,9%,u,u,4%,-7%,-0.1,-20
CC(C)CNC(=O)NC(=O)COc1ncnc2sccc12,1%,3%,-9%,-1%,12%,4%,0.0,x
Cc1cc(NS(=O)(=O)c2ccc(NC(=O)/C=C/c3ccc(Br)cc3)cc2)no1,-5%,x,u,-13%,-8%,11%,-3.0,-2
CCc1noc(C)c1C(=O)N(C)CC(=O)Nc1ccc(Br)cc1C,-16%,8%,-3%,-10%,10%,-3%,0.8,4
Cc1c(OC(C)C(=O)NC2CC(C)(C)NC(C)(C)C2)ccc2c3c(c(=O)oc12)CCC3 (stereo not given),-1%,-4%,-1%,-9%,-3%,0%,-1.7,-6

Profiles from above:
COc1cccc2c(=O)c3ccccc3oc12 reads EPAC1 antag: -23%; FUS yeast rescue: -20%; WRN helicase inh: 0%; PLK1 PBD inh: 2%; Abeta rescue: -3%; EPAC1 agonist: -13%; IL2 activator: -0.2; PI5P4Ka inh: -1
COc1cccc2c1NC(C(=O)O)C1CC=CC21 (stereo not given) reads EPAC1 antag: u; FUS yeast rescue: 29%; WRN helicase inh: 13µM*; PLK1 PBD inh: 27µM*; Abeta rescue: 3%; EPAC1 agonist: 1%; IL2 activator: 1.6; PI5P4Ka inh: -96*

Screens: PubChem, National Center for Advancing Translational Sciences (NCATS)
